Screening results (PubChem BioAssay)
AT treatment – potential ataxia-telangiectasia treatment; […] A-T fibroblasts, KAP-1 phosphorylation AlphaLISA; neocarzinostatin DNA damage 30 min before lysis; 320,000 tested, 0.19% active; Potency, µM (doses to about 57.5 µM), for the others: at the top dose activation, usual class: activators; note: potency is the fitted concentration of half-maximal effect; % of control where 0% means no effect; nearly all actives have a fitted effect of over 45% in size
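hTERT-immortalized A-T patient fibroblasts ([…]), 500 cells/well in OPTI-MEM, 1% FBS, got compounds for 60 min, then NCS for 30 min at 37C. Lysates were then assayed for phospho-KAP-1 by AlphaLISA (anti-pKAP1 donor, anti-KAP1 acceptor beads), 6 hr at 25C.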
MLL CXXC-DNA inh – inhibitors of human MLL CXXC domain-DNA interaction; MLL-CXXC / FITC-HOXA9 DNA fluorescence polarization; 290,000 tested, 0.037% active; Q03164; Potency, µM (doses to about 115 µM), for the others: at the top dose activity change, negative = inhibition, usual class: inhibitors; active = well fitted inhibition curve with a large enough effect in the polarisation, with a control signal flat, not every such curve was filed as active; inconclusive = small, poorly fitted or top-dose-only effect, or effect the other way, or a change in a side signal; inactive = no such curve, though single readings can be large or run the other way; the % refers to the polarisation; note: potency is the fitted concentration of half-maximal effect
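Purified MLL-CXXC (added from a 7 uM solution) was preincubated 5 min at ambient with pinned compounds in 50 mM Tris-HCl pH 7.5, 50 mM NaCl, 1 mM DTT, 0.05% BSA. Fluorescein-labeled HOX-A9 DNA (50 nM solution) followed, 30 min, then polarization read.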
TSG101-PTAP inh – blocks PTAP/TSG101 interaction to inhibit HIV-1 budding. Q99816. Fluorescence polarization, FITC-PTAP peptide / Tsg101 binding. Potency, µM (series often up to 115 µM), inactives show at the top dose activity change, negative = inhibition, usual class: inhibitors. 340,000 tested, under 10 active. AID 493005; active = well fitted inhibition curve with a large enough effect in the main read-out, with a control signal flat, not every such curve was filed as active; inconclusive = small, poorly fitted or top-dose-only effect, or effect the other way, or a change in a side signal; inactive = no such curve, though single readings can be large or run the other way; note: potency is the fitted concentration of half-maximal effect; % of control where 0% means no effect
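Fluorescence polarization binding of Tsg101 binding domain (10 uM final) to FITC-labeled PTAP peptide (50 nM final) in HEPES pH 7.5 buffer with NaCl, Tween 20, EDTA, TCEP. Compounds added before peptide; binding 20 min at RT.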
TCR act – T cell receptor activation; primary human leukocytes, anti-CD3, IL-2 HTRF, 48 h; Potency, µM (titrated, usually from 9.22 µM), for inactives: at the top dose activation of IL-2 secretion, actives largely listed as activators; 330,000 tested, under 10 active; note: % of control where 0% means no effect
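Readout: HTRF IL-2, Eu-cryptate/d2 antibody pair, 320nm excitation, 665nm emission. Stimulus: a-CD3 beads, no co-stimulation. Cells: primary human leukocytes. Exposure: 48 hr with compound.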
Menin MLL FP TR – displaces Texas Red mutant MLL peptide from human menin. Menin + Texas Red MLL mutant peptide, fluorescence polarization. Potency, µM (highest dose often 61.6 µM), inactives show top-dose FP activity change, negative = inhibition, actives largely listed as inhibitors. 270,000 tested, 0.23% active. AID 1768; active = well fitted inhibition curve with a large enough effect in the polarisation, with a control signal flat, not every such curve was filed as active; inconclusive = small, poorly fitted or top-dose-only effect, or effect the other way, or a change in a side signal; inactive = no such curve, though single readings can be large or run the other way; the % refers to the polarisation; note: potency is the fitted concentration of half-maximal effect; % of control where 0% means no effect; many of its hits are not listed in these tables
ASM inhibitor – blocks human secretory acid sphingomyelinase; placental ASM, HMU-PC fluorogenic substrate, 60 min; Potency, µM (doses to about 57.5 µM), for the others: top-dose activity change, negative = inhibition, actives largely listed as inhibitors; 340,000 tested, 0.006% active; note: potency is the fitted concentration of half-maximal effect
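HMU-PC0 cleavage (9 uM final) by human placental ASM, 60 min at 37 °C following 10 min compound exposure at RT; stopped at pH 10, fluorescence Ex 386/Em 447 nm.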
Mito fusion act – blocks mitochondrial division or promotes mitochondrial fusion; 320,000 tested, 0.23% active; S. cerevisiae fusion-defective mutant growth rescue, CellTiterGlo 48 h; Potency, µM (highest dose often 46.1 µM), inactives show top-dose growth rescue (activation), actives largely listed as activators;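 note: potency is the fitted concentration of half-maximal effect; % of control where 0% means no effect; nearly all actives have a fitted effect of over 45% in size; temperature-sensitive fusion mutants such as fzo1-1 at 37 °C on non-fermentable ethanol glycerol medium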
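Temperature-sensitive fusion-defective S. cerevisiae (e.g. fzo1-1, mgm1-5) were grown with compound in YPEG medium (3% ethanol, 3% glycerol) for 48 hours at 37C. Growth rescue was measured as viability by CellTiterGlo luminescence after 10 minutes at ambient.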
TSHR antagonist – antagonists of human thyroid stimulating hormone receptor | TSHR-expressing cells, TSH-stimulated cAMP HTRF, 2 h; hits give low values | activity change, negative = inhibition, % at 11.5 µM | 330,000 tested, 0.2% active;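 active = activity change below a set negative limit, meaning inhibition stronger than a set level, cut at about -70% in these data; inconclusive = activity change between two set negative limits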; note: % is set by controls: 0 for no effect and ±100 for the full control effect
Target sequence (P16473 whole entry, looked up): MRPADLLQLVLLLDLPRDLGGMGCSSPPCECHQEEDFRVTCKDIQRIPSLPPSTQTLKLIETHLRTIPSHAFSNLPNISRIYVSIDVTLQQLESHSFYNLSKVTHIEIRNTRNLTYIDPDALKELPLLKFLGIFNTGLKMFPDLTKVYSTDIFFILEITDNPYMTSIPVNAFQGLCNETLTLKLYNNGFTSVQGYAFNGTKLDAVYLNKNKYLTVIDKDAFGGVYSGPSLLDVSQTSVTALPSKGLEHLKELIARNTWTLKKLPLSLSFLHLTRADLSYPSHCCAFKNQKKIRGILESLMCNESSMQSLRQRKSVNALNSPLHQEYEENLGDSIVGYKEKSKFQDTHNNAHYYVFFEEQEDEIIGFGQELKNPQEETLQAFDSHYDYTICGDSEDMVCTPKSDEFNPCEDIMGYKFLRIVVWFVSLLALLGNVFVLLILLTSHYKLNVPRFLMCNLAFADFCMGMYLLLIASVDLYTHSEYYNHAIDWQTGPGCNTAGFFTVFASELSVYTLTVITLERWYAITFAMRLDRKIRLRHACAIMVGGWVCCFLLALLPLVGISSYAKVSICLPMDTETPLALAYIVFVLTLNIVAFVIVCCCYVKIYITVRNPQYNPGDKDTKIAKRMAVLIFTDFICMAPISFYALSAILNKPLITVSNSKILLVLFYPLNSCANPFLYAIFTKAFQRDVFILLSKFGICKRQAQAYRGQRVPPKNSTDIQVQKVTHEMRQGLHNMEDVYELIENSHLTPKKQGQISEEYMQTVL
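Inhibition of cAMP made by TSHR-expressing cells under TSH stimulation (4nM final, EC80; 2 h, 37 deg C) is quantified with a one-step lysis HTRF kit, anti-cAMP cryptate versus cAMP-d2.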
a7 integrin act – integrin-mediated muscular dystrophy alleviation activation. 350,000 tested, 0.064% active. alpha7betagal myoblasts, beta-gal FDG fluorescence, 48 h. Potency, µM (highest dose often 38.3 µM), inactives show at the highest dose activation, actives largely listed as activators. AID 624291;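 note: potency is the fitted concentration of half-maximal effect; 100% = response of the positive control SU9516; nearly all actives have a fitted effect of over 60% in size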
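Alpha7betagal+/- myoblasts (passage 13) were plated 16-24 hr, then exposed to compounds (1:260 dilution of DMSO stock) for 48 hours at 37C. After MPER lysis, β-galactosidase reporter activity was read as FDG fluorescence (ex 480/em 540) after 30 minutes.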
MBNL1 CUG block – blocks human MBNL1 binding to CUG repeat RNA; TR-FRET MBNL1-His/biotin-(CUG)12 binding, 665/545 ratio; AID 2675; 280,000 tested, 0.036% active; Q9NR56; Potency, µM (highest dose often 57.5 µM), without a hit: at the highest dose activity change, negative = inhibition, usual class: inhibitors; active = well fitted inhibition curve with a large enough effect in the signal ratio, with a control signal flat, not every such curve was filed as active; inconclusive = small, poorly fitted or top-dose-only effect, or effect the other way, or a change in a side signal; inactive = no such curve, though single readings can be large or run the other way; the % refers to the signal ratio; note: potency is the fitted concentration of half-maximal effect; % is set by controls: 0 for no effect and ±100 for the full control effect
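Compounds (final 92 nM to 58 uM) are added to His-tagged MBNL1 and biotin-(CUG)12, then terbium anti-His antibody and streptavidin-XL665 (5 nM final). After 60 min at room temperature, the 665/545 nm ratio is read.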
* = called active by the depositor; ? = inconclusive; . = no result given; [ ] = remark or other dose. Unless noted, calls come from the whole dose curve; as a rule, active = well fitted curve in the direction sought with a large enough effect; inconclusive = small, poorly fitted or top-dose-only effect, or another doubt; inactive = no such curve, though single readings can be large; an effect the other way counts as inactive or inconclusive.

Values run as follows: AT treatment	MLL CXXC-DNA inh	TSG101-PTAP inh	TCR act	Menin MLL FP TR	ASM inhibitor	Mito fusion act	TSHR antagonist	a7 integrin act	MBNL1 CUG block
COc1cc(NC(=S)NCC2CCCO2)c(OC)cc1Cl (stereo not drawn)
  0%	3%	-1%	-7%	5%	6%	-3%	-14	0%	0%
CC(C)c1nc2ccc(NC(=O)C3CCCCC3)cc2[nH]1
  -5%	1%	-6%	-5%[46.1 µM]	-7%	0%	-1%	8	-12%	?
Cc1cc(C)nc(/N=C/c2c(O)n(C)c(=O)n(C)c2=O)n1
  -11%	15%	.	.	-12%	.	7%	18	.	-14%
O=C(NCCCN1CCCC1=O)[C@H](CSCc1ccccc1)N1Cc2ccccc2C1=O
  29%	-2%	0%	-4%	.	4%	0%	5	4%	-8%
Cc1ccc2c(Cn3cc(C(F)(F)F)cc(Cl)c3=O)cc(=O)oc2c1
  3%	0%	.	-4%[46.1 µM]	-2%	.	-5%	-9	.	.
COC(=O)c1ccccc1OS(=O)(=O)N(C)C
  7%	-1%	0%	-11%	-6%	2%	1%	17	-1%	-10%
C=CCNC(=S)NNC(=O)c1cc(O)ccc1O
  -2%	6%	-6%	0%	5%	14%	2%	1	?	2%
COC(=O)c1cc2occc2n1Cc1cccc(C)c1
  7%	-4%	-8%	-15%	-28%	1%	1%	-12	35%	10%
Cc1ccc(NC(=O)c2cc(-c3cccs3)nc3ccccc23)nc1
  1%	-4%	-2%	-1%	.	111%[activator]	16%	-3	7%	20%
CCc1ccc2nc3c(c(C(=O)O)c2c1)CCC3
  13%	-11%	-5%	2%	-1%	3%	7%	16	12%[7.66 µM]	-11%
N#CCCNS(=O)(=O)c1ccc(C(=O)OCC(=O)Nc2ccc3c(c2)OCO3)cc1
  -13%	.	-2%	-6%	.	0%	-8%	-5	-11%	.
Cc1ccc(NC(=O)C2CCCC2)cc1Cl
  .	.	0%	6%	.	0%	.	.	8%	.
CC1CCC(NC(=O)c2ccc(NC(=O)c3ccc(=O)[nH]c3)cc2)CC1 (stereo not drawn)
  -6%	2%	.	.	10%	.	-2%	1	.	-4%
CCOc1ccc(CCNC(=O)CN2C(=O)NC(CCSC)C2=O)cc1OCC (stereo not drawn)
  -12%	-2%	-2%	3%	1%	9%	-1%	5	6%	1%
CCn1cc(C(=O)NCCCN(C)C)c(=O)c2cc(F)c(N3CCN(C)CC3)cc21
  -1%	-14%	-3%	-2%	15%	0%	2%	2	5%	-3%
CCN(C[C@H]1N[C@@](CC)(C(=O)OC)[C@H]2C(=O)N(Cc3ccccc3)C(=O)[C@@H]12)S(=O)(=O)c1ccc(F)cc1
  11%	.	1%	-5%	.	2%	.	1	4%	.
COc1ccc(CNC(=O)Nc2ccc(C)cc2)cc1
  .	19%	-10%	-3%	-13%	4%	-6%	22	14%	-9%
O=C(O)c1cc(-c2ccc(/C=C3/SC(=S)N(Cc4ccccc4)C3=O)o2)ccc1Cl
  9%	?	?	2%	16%	-21%	?	8	-23%	-1%
CCN(CC)c1ccc(S(=O)(=O)N2CCOCC2)cc1NC(=O)CNCc1cccc(Cl)c1
  .	.	0%	-2%	.	-1%	.	.	7%	.
Cc1ccc(S(=O)(=O)N2CCC(N3CCC(C)CC3)CC2)cc1
  2%	3%	-2%	.	.	4%	4%	-6	-28%	-2%
CN1CCN(S(=O)(=O)c2ccc(C(=O)Nc3ccccc3)cc2)CC1
  .	-15%	-2%	-3%	5%	1%	-5%	.	-27%	-19%
O=C(Nc1ccc(N2CCN(C(=O)c3ccccc3)CC2)cc1)c1cccnc1
  5%	-8%	2%	-4%	-1%	3%	-1%	-9	2%	1%
CCN(CC)CCCn1c2c(c(SCC(=O)Nc3nc(C)cs3)nc1=O)CCC2
  -1%	.	-2%	-4%	.	.	-8%	-1	-22%	.
Cc1ccc(S(=O)(=O)N2CCCCC2)cc1NC(=O)c1ccncc1
  2%	.	2%	18%	.	5%	1%	3	16%	.
CCN(CC)c1ccc(C(=O)NNC(=O)CCc2nc3ccccc3c(=O)[nH]2)cc1
  -7%	30%[activator]	0%	1%	.	4%	2%	21	-27%	2%
CCOC(=O)NC(=O)c1cn(-c2ccc(OC)cc2)c(=O)[nH]c1=O
  -12%	?	-3%	5%	19%	-1%	-4%	-6	12%	-12%
Cc1ccc(-c2n[nH]c(=S)nc2-c2ccc(C)cc2)cc1
  -1%	-10%	0%	1%	11%	-10%	-4%	-9	-17%	8%
COc1ccc(N(CC(C)C)S(=O)(=O)c2nnc(NC(=O)c3ccco3)s2)cc1
  -4%	0%	0%	3%	.	4%	19%	-8	-13%	3%
Cc1ccc(COC(=O)c2nn(-c3ccccc3)nc2N)cc1
  7%	1%	1%	1%	4%	-2%	0%	-4	9%	5%
Cc1cccc(NC(=O)/C(=C\c2ccc([N+](=O)[O-])o2)NC(=O)c2ccc(Cl)cc2)c1
  -12%	-11%	-3%	-5%[46.1 µM]	?	-7%	9%	-44	-2%	35%[activator]
Cc1ccc(NC(=O)CSc2nc(N)c3cc4c(nc3n2)CCCC4)cc1
  2%	16%	4%	-7%[46.1 µM]	3%	-12%	-6%	-16	-39%	3%
CCN[C@H]1CN(CCCOC)S(=O)(=O)c2sc(S(N)(=O)=O)cc21
  9%	.	0%	0%	.	1%	0%	31	.	.
COc1ccccc1-c1cc2nc(C)c(CCC(=O)NCc3ccco3)c(C)n2n1
  2%	9%	-4%	4%	6%	6%	2%	-2	10%	-1%
COc1ccccc1CCNC(=O)c1ccc(C)o1
  5%	8%	0%	4%	5%	-5%	3%	5	0%	-12%
CCN(CC)CCN1C(=O)C2C(C(=O)Nc3cccc(SC)c3)C3C=CC2(O3)C1C(=O)NC1CCCC(C)C1C (stereo not drawn)
  3%	-4%	-3%	2%	-25%	1%	0%	10	-56%[inhibitor]	-1%
Cn1c(N2CCOCC2)nc2c1c(=O)n(Cc1ccc(Cl)cc1)c(=O)n2C
  .	.	-6%	-2%	.	-2%	.	.	12%	.
O=C(Cn1cnc2ccccc21)N/N=C/c1cccnc1
  3%	-2%	-5%	1%	-6%	4%	0%	5	13%	4%
COc1ccc(C2CC(c3ccccc3)=NN2C(=O)COC(=O)c2cc(S(=O)(=O)N3CCOCC3)ccc2F)cc1 (stereo not drawn)
  7%	2%	0%	-3%	1%	-5%	-2%	-2	21%	35%[activator]
N#Cc1cnc(SCC(=O)c2ccccc2)nc1N
  -6%	16%	-6%	-3%	1%	7%	-6%	2	15%	3%
O=C(Nc1cccc([N+](=O)[O-])c1)c1ccc2ccccc2c1O
  3%	7%	-7%	-7%	?	-11%	?	-43	-47%[inhibitor]	2%
CCOC(=O)C1=C(N)OC2=C(C(=O)CCC2)C1c1cccs1 (stereo not drawn)
  5%	2%	-4%	8%	5%	-3%	4%	1	-3%	15%
CCCCNS(=O)(=O)c1ccc2nc(-c3cccnc3)cc(C(=O)NCCCOC)c2c1
  4%	-1%	-1%	0%	5%	-1%	6%	14	2%	19%
c1coc(-c2nnc3sc(Cc4cccs4)nn23)c1
  -2%	-4%	-6%	-1%	?	-4%	1%	-5	21%	17%
CC(NC(=O)COC(=O)Cc1ccsc1)C1CC2CCC1C2 (stereo not drawn)
  -3%	11%	-10%	-39%	4%	1%	6%	8	-11%	8%
Cn1cc(/C=C(\C#N)C(=O)Nc2ncc(Cc3cccc(Cl)c3)s2)c2ccccc21
  -1%	?	.	-7%[46.1 µM]	?	.	5%	-3	.	-12%
O=C(CN(Cc1ccccc1)C(=O)CNS(=O)(=O)c1ccccc1)NCc1ccco1
  -1%	6%	-3%	-3%	-1%	2%	-1%	8	?	-5%
Cc1[nH]c2ccccc2c1C(=O)CSC(=S)N(C)C1CCCCC1
  12%	11%	-8%	4%[46.1 µM]	?	7%	?	-29	2%	-6%

Only part of the results is shown. The share of hits here may be higher or lower than overall.
